DAX1 inh-1: inhibitors of human orphan nuclear receptor DAX1 (NR0B1) | inhibition, % at 6.75 µM | HEK293 Gal4-DAX1 luciferase reporter, luminescence | AID 504766 | 0.99% of 340,000 active | P51843;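 active = inhibition above the mean over all tested compounds plus 3 SD, cut at about 4.2% in these data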;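 also: 0% = DAX1-transfected cells with DMSO and 100% = empty-vector control cells with DMSO; inhibition shows as a rise in luminescence from relieved DAX1 repression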
Target sequence (P51843 207-470 limits assumed): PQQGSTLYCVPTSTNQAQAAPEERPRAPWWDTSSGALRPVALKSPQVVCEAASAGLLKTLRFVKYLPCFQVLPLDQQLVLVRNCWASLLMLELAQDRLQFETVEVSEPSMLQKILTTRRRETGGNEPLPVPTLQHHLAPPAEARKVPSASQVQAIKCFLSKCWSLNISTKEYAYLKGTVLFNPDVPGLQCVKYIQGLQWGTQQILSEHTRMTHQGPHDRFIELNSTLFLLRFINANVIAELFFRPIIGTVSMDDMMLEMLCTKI
hgDAF12 agonist: hgDAF-12 agonism, primary luciferase screen | activation, % at 6.8 µM | 1.8% of 370,000 active | AID 687014 | HEK293 GAL4-hgDAF12 UAS-luciferase reporter, agonist luminescence; normalized to butyrate control;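 active = activation above a cutoff set at the mean of all screened compounds plus 3 SD, cut at about 10% in these data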;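 also: 0% = DMSO wells and 100% = sodium butyrate wells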
FXN GAA850 act: increases GAA850 frataxin promoter reporter activity; HEK293 lucGAA850 FXN promoter luciferase reporter, 24 h; percent of 10 µM SAHA response; activation, % at 6 µM; 0.56% of 360,000 active; AID 540364;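 active = activation above the average of all compounds screened plus 3 SD, cutoff fixed separately per campaign, cut at about 7.5% in these data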;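 also: 0% = DMSO wells and 100% = 10 µM SAHA wells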
NPR1 activator: GC-A (human) enzyme activation; 0.14% of 370,000 active; P16066; activation, % at 10 µM; HEK293 GC-A cells, cGMP TR-FRET, EC30 ANP; 0% at EC30 ANP, 100% saturating ANP; in the data active = activation above about 40%
ADAM10 inh: inhibits human ADAM10. O14672. recombinant ADAM10, EDANS/DABCYL FRET peptide cleavage, 3 h. AID 720582. inhibition, % at 7 µM. 0.62% of 370,000 active;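 active = inhibition above a per-campaign cutoff equal to the mean of compounds falling between control-based bounds plus 3 SD, cut at about 20% in these data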;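 also: 0% = DMSO wells while the 100% control is not disclosed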
SMARCA2 activ: SMARCA2 function activation, primary screen. MG213 cells, MMTV-luciferase reporter, dexamethasone, overnight. activation, % at 9.1 µM. 1% of 370,000 active. AID 652017; in the data active = activation above about 7.8%;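 also: 0% = vehicle wells and 100% = reference activator wells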
DAX1 inh-2: blocks DAX1 repression of SF-1 activated StAR promoter; HEK293T StAR-luciferase reporter, SF-1/DAX-1 repression relief; inhibition, % at 6.8 µM; 1.1% of 370,000 active; AID 652010;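 active = inhibition above the mean over all tested compounds plus 3 SD, cut at about 3.6% in these data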;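 also: 0% = DAX-1 cells with DMSO and 100% = cells lacking DAX-1 with DMSO; higher inhibition means more luminescence from relief of DAX-1 repression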
ssDAF-12 act: activates DAF-12 receptor from parasite S. stercoralis | AID 652126 | HEK293 ssDAF-12/GRIP1 lit1-tk-luc reporter, luminescence; % of 3 µM dafachronic acid response | 1% of 370,000 active | activation, % at 6.8 µM;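 active = activation above the mean over all tested compounds plus 3 SD, cut at about 0.9% in these data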;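 also: 0% = DMSO-only wells and 100% = 3 µM delta7-dafachronic acid wells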
ADAM17 inh: ADAM17 inhibition, QFRET primary screen | P78536 | recombinant ADAM17, EDANS/DABCYL FRET peptide cleavage | inhibition, % at 6.95 µM | 0.83% of 370,000 active | AID 720648;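 active = inhibition above the mean of compounds lying between control limits plus 3 SD, set per campaign, cut at about 8.5% in these data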;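 also: 0% = DMSO-only wells as the low control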
Target sequence (P78536 215-824 limits assumed): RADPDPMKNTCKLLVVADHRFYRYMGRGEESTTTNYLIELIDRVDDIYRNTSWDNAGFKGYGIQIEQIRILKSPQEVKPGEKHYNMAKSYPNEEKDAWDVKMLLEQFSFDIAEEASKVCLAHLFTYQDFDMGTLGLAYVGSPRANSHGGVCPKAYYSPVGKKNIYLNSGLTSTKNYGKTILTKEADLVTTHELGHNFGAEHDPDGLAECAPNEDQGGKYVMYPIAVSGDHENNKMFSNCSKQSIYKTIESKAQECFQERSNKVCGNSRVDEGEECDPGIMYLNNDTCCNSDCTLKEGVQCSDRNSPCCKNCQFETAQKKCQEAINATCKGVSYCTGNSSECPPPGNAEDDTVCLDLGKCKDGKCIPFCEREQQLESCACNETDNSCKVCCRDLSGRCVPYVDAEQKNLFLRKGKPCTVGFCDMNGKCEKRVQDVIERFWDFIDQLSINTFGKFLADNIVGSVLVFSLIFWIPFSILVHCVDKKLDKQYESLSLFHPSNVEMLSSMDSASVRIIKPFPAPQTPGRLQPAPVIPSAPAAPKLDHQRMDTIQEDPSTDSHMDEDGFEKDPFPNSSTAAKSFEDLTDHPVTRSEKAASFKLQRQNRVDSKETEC
hcDAF12 agonist: activators of H. contortus DAF-12 nuclear receptor; activation, % at 6.8 µM; 1.4% of 370,000 active; HEK293 hcDAF-12 lit1-tk-luc reporter, luminescence; 0% DMSO, 100% Δ7-dafachronic acid;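 active = activation above the mean of all tested compounds plus 3 SD, cut at about 5.5% in these data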;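 also: 100% = response to 3 µM Δ7-dafachronic acid high control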
PG9 binder: small molecules binding HIV-1 gp120 antibody PG9; TR-FRET gp120-PG9 antibody binding; inhibition, % at 6.7 µM; 0.43% of 360,000 active; in the data active = inhibition above about 8.5%
The depositor's hits bear a star; i = inactive; / = not tested or not shown.

SMILES	FXN GAA850 act	ADAM10 inh	hgDAF12 agonist	PG9 binder	hcDAF12 agonist	ADAM17 inh	DAX1 inh-2	ssDAF-12 act	NPR1 activator	DAX1 inh-1	SMARCA2 activ
Cc1cccc(C)c1N(CC(=O)N1CCN(C)CC1)S(C)(=O)=O	0.9	4	-1.7	1.2	0.0	0	-0.1	-1.3	2	1.6	6
Oc1ccc(Oc2ncc(Cl)cc2Cl)cc1	1.6	10	-0.4	-0.7	-1.3	1	0.2	-1.8	-3	0.7	-2
Cc1nc2sccn2c(=O)c1S(=O)(=O)Nc1ccc(N2CCOCC2)c(Cl)c1	1.3	-10	1.6	0.0	0.4	1	0.4	-0.8	0	-1.1	-3
Cn1c(SCC(=O)NC(C)(C)C)nc(O)cc1=O	1.4	-8	-1.5	-0.6	-0.8	-1	-0.7	-1.5	2	0.1	-1
Cc1ccc(-c2cc([C@H]3[C@@H]4C=CCC[C@@]4(C)C(=O)N3Cc3ccccc3)ccc2F)cc1	1.1	-6	2.3	1.4	-1.6	-2	-0.5	-1.5	0	-0.7	2
O=C(Nc1ccccc1C(=O)Nc1ccncc1)c1ccc([N+](=O)[O-])cc1	1.7	-10	-0.5	-1.5	0.3	2	-0.5	-1.1	-10	-1.0	3
O=S(=O)(Nc1ccc(Br)cn1)c1cccs1	1.0	-2	3.5	-1.6	-0.8	2	0.1	-1.4	-1	1.4	2
CC/C(=N/NC(=O)c1ccccc1O)c1c(C)[nH]n(-c2ccccc2)c1=O	2.5	-14	3.6	-0.3	3.3	-6	1.3	-0.5	0	2.1	1
Cc1cccc(NC(=S)Nc2cccc(C(F)(F)F)c2)n1	4.0	8	2.6	-0.4	0.2	1	-0.7	-1.1	6	0.3	2
O=C(Nc1ncn[nH]1)c1c(Cl)ccc(Cl)c1Cl	-0.1	-8	-2.0	0.5	-1.9	-3	-0.4	-0.8	3	0.3	1
CCOc1ccc(NC(=O)c2ccc(S(=O)(=O)N(C)C)cc2)cc1	-0.3	-5	-0.9	0.3	-1.0	2	-2.0	-1.8	-2	-1.0	-1
CC1(C)OC(=O)N2CCc3ccccc3C21C (centres undefined)	-1.0	2	-2.5	-1.6	0.7	3	-1.1	-0.9	0	0.6	5
COc1nc(Nc2cccc([N+](=O)[O-])c2)nc(OC)n1	2.1	-6	1.7	-1.7	-1.6	1	0.2	-0.9	3	-0.1	-2
Oc1ccc(-c2nc3ccccc3s2)cc1	3.5	-449	24*	0.5	7.6*	-133	4.2*	1.3*	2	1.3	4
Cc1ccsc1/C=N/Nc1ccc(F)cc1F	4.2	3	2.9	-3.3	0.2	-1	0.7	-1.0	8	3.6	3
Cc1cccc(Cn2c(C)nc3c(N)c(C)c(C)cc32)c1	2.8	0	-4.2	0.1	-1.8	-4	-0.7	-1.1	0	-1.4	-2
COc1ccc(N(CC(=O)NCC2CCCO2)S(=O)(=O)c2c(C)noc2C)cc1 (centres undefined)	0.7	1	-0.6	-1.7	1.2	1	1.4	-1.1	-2	0.7	-2
OC(CNCc1ccccc1F)(c1ccc(F)cc1)c1ccc(F)cc1	-0.6	2	3.3	0.1	1.1	0	-0.7	-1.4	-24	-0.2	0
Cc1ccc2[nH]c(C)c(/C=C/c3cc[n+](C)cc3)c2c1	-2.3	8	-9.4	-26	-2.8	-1	-1.4	-1.7	-13	-2.0	-6
O=C(COC(=O)CN1C(=O)c2ccccc2C1=O)Nc1cccc(F)c1	-0.1	4	1.0	2.0	-0.9	0	-1.4	-0.8	-3	0.7	-1
Cc1nc2nc(SCc3ccccc3)[nH]n2c(=O)c1C	0.5	0	2.4	-1.6	-1.2	-3	0.3	-0.8	-1	0.0	1
CC(C)C(=O)Nc1cccc(C(=O)Nc2cc([N+](=O)[O-])ccc2F)c1	2.0	12	0.0	-3.4	-1.2	-1	-0.6	-1.5	-1	-1.7	2
COc1cc(CNc2cc(C)ccc2C)cc(OC)c1OC	-0.7	6	-1.1	-3.1	-2.7	-1	-0.2	-1.8	-5	0.3	1
C=CCN1C(=O)S/C(=C\c2ccc3c(c2)n(C)c(=O)n3C)C1=O	-1.6	-15	1.8	-0.7	-0.6	0	-0.1	-0.7	4	1.5	-1
COc1ccc(/C=N/NC(=O)c2ccc(Cl)cc2Cl)cc1COC(C)=O	-3.1	6	-4.5	1.7	-2.3	-1	-0.7	-1.7	-2	-0.2	-1
O=C(NCCCn1ccnc1)c1ccc(Br)cc1	1.8	-6	0.5	0.2	1.0	-4	0.4	-1.3	-4	-1.0	-1
COC(=O)c1cccc(NC(=O)c2cc(OC)c(OC)c(OC)c2Br)c1	0.1	4	-4.3	0.1	-3.0	0	-0.5	-1.9	1	-0.6	-1
O=C(NCCNCCO)c1c(O)c2cccc3c2n(c1=O)CCC3	-1.2	-38	2.7	0.7	0.2	-9	0.1	-1.2	2	1.8	0
CCN(C(=O)COC(=O)c1nccnc1N)c1cccc2ccccc12	1.1	i	0.0	-0.4	-1.6	-168	-0.6	-0.9	3	-0.4	-1
CCC(=O)Nc1cccc(C2=NOC3(C2)C[C@@H](C(N)=O)N(C(=O)CC(c2ccccc2)c2ccccc2)C3)c1 (some centres undefined)	-0.8	-7	-2.8	0.3	-1.9	0	-0.5	-1.2	-2	-1.3	1
COc1ccc(-c2cn(CCO)c(CCN)n2)cc1	1.6	-8	-0.3	-0.2	-1.2	0	-0.3	-1.2	3	2.0	-2
COC1CCCCC1Nc1cc(C)ccc1C (centres undefined)	-2.8	4	-0.5	-2.4	2.0	0	-0.3	-1.2	0	1.6	2
CCOc1ccc(NC(=O)c2c(NC(=O)CN3CCN(C)CC3)sc3c2CCC3)cc1	0.1	-5	0.6	0.2	1.7	1	-0.3	-0.1	1	-0.1	-2
C[C@H]1CN([C@@H](C)CO)C(=O)c2cccc(NC(=O)C3CC3)c2O[C@H]1CN(C)S(=O)(=O)c1ccccc1	-3.0	5	2.5	-1.6	-1.5	-2	0.5	-1.1	-3	1.6	0
COc1cc(NC(=O)c2cccnc2)ccc1NC(=O)c1ccccc1Cl	1.8	1	-3.1	0.8	-3.4	5	-0.2	-1.2	2	-1.9	-1
O=C(Cn1c(=O)n(-c2ccccc2)c(=O)c2oc3ccccc3c21)Nc1ccccc1	-5.8	-7	0.4	-0.9	0.3	-7	-0.7	-0.3	-19	0.4	-3
O=C(CCN1CCN(c2ccc(Cl)cc2)CC1)Nc1nccs1	-1.1	-2	-1.0	-0.5	-1.1	-3	-0.8	-1.3	-2	0.0	-4
Cc1cc(C)nc(OC(=O)c2c(Cl)cc(Cl)cc2Cl)n1	1.9	4	2.1	-0.3	-0.7	0	-0.7	-1.6	5	-0.6	-3
CCC(C)(C)NC(=O)CSc1nc(Cc2ccccc2)nc2ccccc12	0.0	9	-4.3	1.1	-2.1	0	-1.0	-0.8	-15	-0.2	-2
COc1ccccc1NS(=O)(=O)c1cc(C(=O)N2CCCCCC2)ccc1C	-0.5	-12	-2.6	0.3	-1.6	1	-0.1	-1.0	0	-1.1	-1
CCCSc1n[nH]c(NC(C)=O)n1	1.2	-17	-0.4	1.4	1.9	2	2.5	-1.4	14	0.3	-2
CC(C)NC(=O)NC(=O)COC(=O)C1CCCN1C(=O)c1cccs1 (centres undefined)	1.8	2	2.7	0.8	-0.8	-3	-0.1	-1.4	-2	1.1	2
CCS(=O)(=O)N1CCC(NC(=O)C(Cc2cc(OC)ccc2OC)NC(C)=O)CC1 (centres undefined)	2.1	-5	-0.5	1.4	-0.6	-3	0.2	-0.3	0	1.9	-2
Cn1c(SCC(=O)c2ccc(-c3ccccc3)cc2)nnc1-c1ccco1	0.5	8	-1.8	0.3	-1.1	1	-0.2	-0.5	-1	0.2	-1
N#CC1=C(Nc2ccccc2)SC=C(c2ccccc2)N=C1N1CCOCC1	2.7	-3	1.2	-1.8	0.8	-1	0.9	-0.4	-4	0.1	1
COC(=O)C1CN(Cc2cn(Cc3ccc(F)cc3)nn2)CCS(=O)(=O)N1Cc1ccc(OC)cc1 (centres undefined)	/	7	1.9	/	-3.6	3	0.3	-1.7	-4	/	-4
Cn1c(=O)c2c(nc(NCc3ccco3)n2C)n(C)c1=O	0.1	-5	2.5	-0.4	-0.9	-1	0.6	-1.4	9	1.0	3
O=C(NCc1cccc(C(F)(F)F)c1)c1csc([C@H]2C[C@H](O)[C@@H](CO)O2)n1	0.0	-21	-4.6	-0.2	-1.0	-1	-0.8	-1.6	3	/	-5
CCNC(=O)c1ccc(NS(=O)(=O)c2ccccc2)cc1	2.0	-2	-0.7	2.8	0.0	1	-0.1	-0.7	-2	-0.3	0
COc1ccc(-c2nnc(-c3ccc4ccccc4c3)o2)cc1	0.2	-77	0.8	3.3	0.1	-24	1.6	-1.1	-4	0.7	1
COc1cc2[nH]c(=O)n(Cc3ccc(C(=O)NCCCN4CCC(C)CC4)cc3)c(=O)c2cc1OC	1.6	-30	0.3	-0.1	-1.7	-9	-0.1	-1.3	5	1.8	0
CC(=O)N/C(=C\c1ccc2c(c1)OCO2)C(=O)NC(C(=O)O)c1ccccc1 (centres undefined)	1.2	-8	-3.1	0.3	-2.5	-8	-0.3	-1.6	-3	1.5	-4
COC(=O)CCCN1C(=O)c2cccc3cccc(c23)C1=O	3.1	-318	3.7	-0.1	2.7	-120	-0.2	-1.1	7	0.0	1
CC(NC(=O)/C=C/c1ccco1)c1nc2ccccc2n1Cc1ccccc1F (centres undefined)	3.2	-6	1.3	-2.1	-1.4	-3	0.1	-1.0	1	-0.1	-3
CS(=O)(=O)c1ccc(NC(=O)C2CCCN(C(=O)c3ccc(Cl)cc3)C2)cc1 (centres undefined)	-0.3	-11	-1.1	0.2	-1.6	-2	-1.3	-1.1	-4	0.3	-3
CCOCC(=O)N1CCN(Cc2ccc3c(c2)OCO3)CC1	-0.1	-1	-0.3	1.6	-0.8	-1	-0.3	-1.1	-4	-0.7	0
COC(=O)[C@H](C(C)C)N1Cc2nnn(Cc3ccc(C)cc3)c2-c2ccccc2S1(=O)=O	/	15	2.9	/	-3.5	6	-0.9	-0.5	1	/	1
Cc1cc(Oc2ccccc2)nc(N)n1	1.3	3	1.7	-4.5	-0.5	2	0.8	-1.3	3	0.5	0
CCCCCn1c(=O)[nH]c2cc(C(=O)N3CCN(CC)CC3)ccc2c1=O	0.2	-14	-1.1	1.6	-0.5	-8	0.6	-1.6	-7	-1.7	-2

As entered above.
`CCCCCn1c(=O)[nH]c2cc(C(=O)N3CCN(CC)CC3)ccc2c1=O` | ssDAF-12 act: -1.6
`C=CCN1C(=O)S/C(=C\c2ccc3c(c2)n(C)c(=O)n3C)C1=O` | NPR1 activator: 4

Screening data deposited in PubChem BioAssay by several laboratories.
